# Screens: PubChem, Sanford-Burnham Center for Chemical Genomics
# KOR beta-arrestin-1 – kappa opioid receptor blockers – cell-based, luminescence, uHTS (AID 1778) | 0.091% of 290,000 active | KOR beta-arrestin recruitment, luminescence, antagonist mode; higher % means a stronger effect | inhibition, % at 10 µM, or IC50 in µM where a hit was titrated; in the data active = inhibition above about 50%; note: strong numbers were not always called active
# SIAH1 antagonists – blockers of Siah-1 interaction with plectin peptide – biochemical, fluorescence polarization, rhodamine-plectin, uHTS, primary screen (AID 1817). Siah-1 / rhodamine-plectin peptide fluorescence polarization; higher % means a stronger effect. one-dose displacement, % at 20 µM; IC50 in µM for titrated hits. 0.02% of 290,000 active;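 active = displacement of at least 50% at 20 µM, with a fluorescence ratio check between 0.3 and a set limit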;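 note: plate controls were Siah plus tracer with DMSO for no effect and tracer alone without Siah for full effect; strong numbers were not always called active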
# GPR35 antagonists – GPR35 antagonists blocking zaprinast-driven arrestin recruitment, primary screen, imaging, U2OS, beta-arrestin-GFP, zaprinast agonist (AID 2058). U2OS GPR35 beta-arrestin-GFP translocation imaging, zaprinast antagonism; higher % means a stronger effect. 0.052% of 290,000 active. one-dose inhibition, % at 10 µM; IC50 in µM for titrated hits;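 active = inhibition of at least 50% with at least 30 cells and total cytoplasm GFP at most 10,000,000; inconclusive = under 30 cells or total GFP of 10,000,000 plus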
# GPR55 LPI antagonism – inhibition of LPI-stimulated GPR55 beta-arrestin translocation – imaging, U2OS, beta-arrestin-GFP, LPI agonist, primary screen (AID 2013); 0.13% of 290,000 active; inhibition, % at 10 µM; hits with a dose series show IC50 in µM; U2OS GPR55 beta-arrestin-GFP translocation imaging, LPI antagonism; higher % means a stronger effect;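 active = spots per cell inhibited over 60%, with over 100 cells counted and total cytoplasm intensity under 500,000; inconclusive = wells with under 100 cells, flagged as likely toxic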;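 note: U2OS cells stably carrying GPR55 and arrestin-GFP stimulated by 5 µM LPI near EC80; imaged beta-arrestin-GFP aggregate spots per cell after agonist stimulation; plate controls were LPI-stimulated DMSO wells for no effect and DMSO wells without LPI for full effect; some results filed as inactive read as strong as hits; confirmed hits need IC50 under 10 µM and bright autofluorescent wells are also inconclusive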
# NOD1 inhibition – NOD1 signaling inhibitors, primary screen, cell-based, luminescence, uHTS (AID 1578); NOD1-driven NF-kB luciferase reporter cells, luminescence; higher % means a stronger effect; one-dose inhibition, % at 4 µM; EC50 in µM for titrated hits; 1% of 290,000 active; in the data active = inhibition mostly above about 36%, no sharp cut-off; inactive = mostly below about 34%;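 note: HEK-293T reporter cells stimulated with the NOD1 agonist gamma-tri-DAP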
# AID2073 – inhibitors of Mint1-CaV2.2 protein interaction, biochemical, HTRF (AID 2073). HTRF protein-protein interaction, Mint1-CaV2.2; higher % means a stronger effect. inhibition, % at 20 µM; hits with a dose series show IC50 in µM. 0.19% of 290,000 active; in the data active = inhibition mostly above about 51%, no sharp cut-off; inconclusive = no clear call, values can overlap the other calls; inactive = mostly below about 53%; note: some results filed as inactive read as strong as hits
# HIV fusion peptide – cell-free HIV fusion peptide-binding blockers – biochemical, uHTS, fluorescence dequenching, primary screen (AID 1986); 0.3% of 290,000 active; inhibition, % at 20 µM, or IC50 in µM where a hit was titrated; cell-free peptide binding, fluorescence dequenching, 30 min; higher % means a stronger effect; in the data active = inhibition mostly above about 52%, no sharp cut-off; inactive = mostly below about 76%; note: some results filed as inactive read as strong as hits
# KOR beta-arrestin-2 – KOR agonists, beta-arrestin recruitment, primary screen, cell-based, luminescence, uHTS (AID 1777); KOR beta-arrestin recruitment, luminescence; higher % means a stronger effect; activation, % at 10 µM; hits with a dose series show EC50 in µM; 0.02% of 280,000 active; in the data active = activation above about 50%, passing the limit was not always enough; note: a part of the inactive calls stands beside numbers as strong as those of hits
# GPR55 beta-arrestin – selective activators of receptor GPR55 – imaging, U2OS cells, beta-arrestin-GFP redistribution, primary screen (AID 1961) | U2OS GPR55 beta-arrestin-GFP redistribution imaging; higher % means a stronger effect | one-dose activation, % at 10 µM; EC50 in µM for titrated hits | 0.048% of 290,000 active;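 active = activation above 40% with more than 50 cells counted in the well; inconclusive = wells holding fewer than 50 cells, flagged as toxic or sparse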;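 note: U2OS osteosarcoma cells stably expressing GPR55 and beta-arrestin-GFP; plate controls were DMSO negative control for no effect and LPI positive control for full effect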
# * = called active by the depositor; ? = inconclusive; nt = no result given; [ ] = another dose, or the depositor's remark. This is a subset (hit frequency here may not be typical).
Compound,KOR beta-arrestin-1,SIAH1 antagonists,GPR35 antagonists,GPR55 LPI antagonism,NOD1 inhibition,AID2073,HIV fusion peptide,KOR beta-arrestin-2,GPR55 beta-arrestin
Cc1ccc(NC(=O)C2CC(=O)N(C(C)C)C2)cc1C (configuration not stated),2%[20 µM],15%,0%,1%,-25%,2%,-0.3%,-5.4%,0.0%
CCOc1ccc(C(CC(=O)O)NC(=O)COc2ccccc2OC)cc1OC (configuration not stated),-22%,6%,-10%,12%,-24%,-3%,-0.3%,-4.5%,-0.4%
CSc1nnc(CCCCCCCCc2nnc(SC)o2)o1,4%,3%,4%,6%,0%,-5%,1.4%,-3.5%,-0.2%
Cn1nc(C(F)(F)F)c(/C=N/OC(=O)c2ccccc2)c1Cl,-1%,2%,8%,19%,16%,18%,-0.4%,-1.4%,0.2%
Fc1ccccc1/C=N/n1c(-c2cccnc2)n[nH]c1=S,-9%,-4%,-2%,12%,-5%,-18%,-0.5%,3.6%,0.3%
CCn1c(SCC(=O)NNC(=O)c2ccc(OC)cc2)nnc1-c1ccco1,-18%[20 µM],3%,32%,-10%,-31%,8%,-1.3%,nt,-0.1%
COc1ccc(CNC(=O)c2sccc2C)cc1,-24%,-4%,4%,-11%,-4%,4%,0.1%,4.4%,-0.2%
COC(=O)c1ccc(CSc2nc3c(cnn3-c3ccc(F)cc3)c(=O)[nH]2)o1,-6%,2%,5%,0%,-28%,-4%,16%,-6.8%,-0.5%
COc1ccc(C(=O)NC(=S)Nc2ccc(S(=O)(=O)Nc3cc(OC)nc(OC)n3)cc2)cc1,3%,11%,-7%,4%,-32%,-10%,24%,3.1%,-0.2%
COc1cccc(C(=O)Nc2cccc(OC(C)=O)c2)c1,-29%,0%,-8%,3%,-42%,5%,0.1%,-4.2%,-0.1%
CC(=O)c1ccc2c3c(cccc13)C(=O)N(c1c(C)nn(C)c1C)C2=O,23%,-3%,-1%,6%,3%,-3%,-0.4%,-5.1%,-0.1%
CC(C)C(=O)Nc1c2c(nn1-c1ccc([N+](=O)[O-])cc1)CS(=O)(=O)C2,20%,2%,-2%,0%,-14%,8%,-2.2%,-2.8%,-0.3%
Cc1ccc(C)c2[nH]c(=O)c(C(c3nnnn3C(C)(C)C)N3CC=C(c4ccc(F)cc4)CC3)cc12 (configuration not stated),16%,15%,14%,13%,-21%,17%,1.0%,1.4%,-0.1%
CCn1cc(Cl)c(C(=O)Nc2c(C)nn(Cc3c(F)c(F)c(F)c(F)c3F)c2C)n1,-10%,2%,-4%,-1%,-21%,-1%,0.1%,-2.8%,0.0%
COc1ccc(CNC(=O)CS(=O)Cc2nc(-c3ccc(C)cc3)oc2C)cc1 (configuration not stated),5%,0%,-6%,1%,-10%,1%,0.7%,-3.4%,-0.1%

# Further compounds follow.
Compound,KOR beta-arrestin-1,SIAH1 antagonists,GPR35 antagonists,GPR55 LPI antagonism,NOD1 inhibition,AID2073,HIV fusion peptide,KOR beta-arrestin-2,GPR55 beta-arrestin
CN(C)/C(Cn1cncn1)=C1/N=C(c2ccccc2)OC1=O,-10%,2%,-3%,25%,-24%,11%,0.9%,0.1%,-0.3%
O=C(CSc1nc2ccc(Cl)cc2[nH]1)NCCc1ccccc1,18%,6%,-11%,2%,-29%,4%,-0.9%,4.6%,-0.2%
O=C(CCc1nc2ccccc2[nH]1)NCc1ccc2c(c1)OCO2,-16%,-10%,-12%,0%,40%,5%,0.0%,5.0%,-0.2%
CN1CCN(CCCCOc2ccccc2-c2ccccc2)CC1,-71%[20 µM],5%,13%,-15%,7%,-4%,0.1%,-2.1%,-0.1%
CC(OC(=O)C1CCN(S(=O)(=O)c2ccccc2C(F)(F)F)CC1)C(=O)N(C)Cc1ccccc1 (configuration not stated),-5%,5%,-6%,13%,-14%,3%,0.7%,2.5%,-0.1%
CCCCOC(=O)Nc1ccc(S(=O)(=O)Nn2cnnc2)cc1,-8%,0%,-5%,4%,-15%,-4%,-0.1%,5.3%,0.0%
COc1ccccc1N=c1oc2c(OC)cccc2cc1C(=O)NCc1ccco1,12%,-4%,9%,-2%,-182%,31%,-2.1%,5.0%,-0.2%
CCn1c(SCC(=O)N/N=C/c2c[nH]c3ccccc23)nnc1-c1ccc(C)cc1,-7%,2%,0%,-9%,3%,-18%,-1.3%,-4.7%,-0.4%
Cn1c(=O)c2c(nc(Oc3cccc(Br)c3)n2C)n(C)c1=O,27%,-6%,5%,7%,41%,12%,-1.6%,-1.3%,0.2%
CCCCOc1nc2ccccc2nc1NS(=O)(=O)c1ccc(F)cc1,-6%,9%,-8%,-3%,5%,7%,10%,-6.6%,-0.3%
O=C(NC1CCCCC1)C1CC(=O)N(c2ccccc2)C1 (configuration not stated),26%,-2%,5%,9%,28%,10%,1.3%,-1.5%,-0.2%
COc1ccc(NC(=O)Nc2ccc([N+](=O)[O-])cc2)cn1,-20%,0%,16%,10%,-72%,3%,9.4%,1.2%,-0.2%
O=C(N/N=C/c1ccncc1)c1cc2ccccc2cc1O,14%,-5%,-15%,-4%,11%,-1%,6.2%,-0.3%,-0.1%
COC(=O)CCCC1=CC2=CC(=O)C(C)(OC(=O)c3cccs3)C(=O)C2=CN1c1ccc(OC)cc1 (configuration not stated),13%,4%,24%,3%,0%,-1%,9.0%,nt,-0.1%
COC(=O)C1=C(C)NC(=O)/C1=C\c1cc(C)n(-c2c(C)cccc2C)c1C,14%,1%,-12%,-8%,-2%,4%,-0.6%,-0.6%,0.3%

# More records follow:
Compound,KOR beta-arrestin-1,SIAH1 antagonists,GPR35 antagonists,GPR55 LPI antagonism,NOD1 inhibition,AID2073,HIV fusion peptide,KOR beta-arrestin-2,GPR55 beta-arrestin
O=C(O)c1cccc(S(=O)(=O)N2CCCC(c3nc4c(nnn4Cc4ccccc4Cl)c(=O)[nH]3)C2)c1 (configuration not stated),6%,-3%,-13%,-4%,4%,20%,5.4%,-4.2%,-0.1%
COc1ccc(CC(=O)Nc2cccc3ccccc23)cc1OC,-19%,2%,-8%,-8%,2%,4%,2.3%,-0.4%,-0.2%
COc1ccccc1NC(=S)N(Cc1ccco1)Cc1cc2ccc(C)c(C)c2[nH]c1=O,-4%,-2%,-7%,-7%,-20%,0%,12%,3.7%,0.3%
ONc1cccnc1-n1nc(C(F)(F)F)cc1C(F)(F)F,-19%[20 µM],-3%,0%,-2%,-14%,33%,4.1%,-1.0%,-0.1%
CC(=O)N1CCCc2cc(S(=O)(=O)CCC(=O)N3CCN(c4ccccc4)CC3)ccc21,-26%,4%,16%,5%,-1%,1%,-0.3%,-1.6%,-0.1%
O=C1COc2ccc(C(=O)COC(=O)c3ccc4ccccc4n3)cc2N1,-26%,1%,-15%,0%,-28%,-3%,0.7%,3.8%,0.2%
CC(=O)Oc1ccc(NC(=O)Cc2ccccc2)c(C(=O)O)c1,-25%,1%,-13%,-1%,-16%,-2%,0.0%,-3.3%,-0.2%
COCc1cc(=O)oc2cc(NS(=O)(=O)c3ccc(C)cc3)ccc12,40%,-5%,8%,-6%,2%,?,-1.5%,-1.6%,0.3%
Cc1ccc(/C=N/OC(=O)c2c(C)noc2-c2snnc2C)cc1,-165%,13%,-1%,4%,-8%,16%,1.9%,1.1%,0.6%
Cc1ccccc1Nc1nc(N)nc(CSc2nnc(-c3ccccc3)n2C)n1,-12%,-6%,1%,-15%,-6%,-7%,0.5%,1.4%,-0.2%
Cc1[nH]c2ccccc2c1/C=N/NC(=O)CNC(=O)c1ccco1,-38%,-3%,1%,-2%,-10%,9%,1.1%,0.7%,-0.2%
COc1ccc(N(CC(=O)Nc2ccc(C)c(C)c2)S(=O)(=O)c2c(C)noc2C)cc1,5%,-1%,21%,-9%,10%,-3%,0.1%,0.6%,-0.2%
CCOC(=O)/C=C1\CN(Cc2cc(OC)c(OC)c(OC)c2)S(=O)(=O)c2ccc(C(F)(F)F)cc21,-21%[20 µM],0%,7%,-8%,7%,-8%,1.1%,-4.2%,0.4%
Cc1ccc(S(=O)(=O)NNC(=O)c2ccccc2-n2cccc2)cc1,22%,2%,8%,10%,-27%,5%,-2.4%,3.5%,-0.1%
O=C(Oc1ccccc1C(=S)N1CCCCC1)c1cc([N+](=O)[O-])cc([N+](=O)[O-])c1,-1%,0%,-6%,-21%,-36%,-27%,23%,-3.9%,0.6%

# More compounds follow.
Compound,KOR beta-arrestin-1,SIAH1 antagonists,GPR35 antagonists,GPR55 LPI antagonism,NOD1 inhibition,AID2073,HIV fusion peptide,KOR beta-arrestin-2,GPR55 beta-arrestin
C=CCN1N=C(/C=C/c2ccc(C)cc2)CCC1=O,-16%,-1%,16%,16%,-38%,6%,-1.5%,-0.3%,-1.1%
CCCNS(=O)(=O)c1ccc(Oc2ncc(C(F)(F)F)cc2Cl)cc1,-40%,3%,6%,4%,-1%,-2%,-1.0%,-4.7%,-0.3%
CCc1nnc(NC(=O)c2ccc(COc3ccc(C)cc3)o2)s1,11%,3%,19%,12%,-33%,-4%,0.3%,-3.2%,-0.2%
CCc1noc(C)c1C(=O)N1CCC(CCC(=O)Nc2cccc(C)c2)CC1,-38%,3%,-3%,-24%,0%,-2%,-0.3%,5.4%,-0.2%
COc1ccc(-c2csc(CCN3N=C(C)CC3=O)n2)cc1,-2%,7%,-7%,9%,-12%,48%,19%,-2.7%,0.3%
Cc1ccc2c(c1)N(C(=O)CCC(=O)NCc1ccccn1)CC(C)O2 (configuration not stated),-14%[20 µM],-10%,-7%,1%,-17%,7%,-1.9%,-0.7%,-0.1%
O=C(CN(c1ccccn1)S(=O)(=O)c1ccccc1)N/N=C/c1cccc([N+](=O)[O-])c1,17%,0%,7%,8%,-35%,-3%,-2.4%,-2.1%,0.3%
CC(Nc1nc(N2CCNCC2)nc2ccccc12)c1ccccc1 (configuration not stated),-129%,3%,10%,-12%,-54%,-3%,-1.3%,15%,-0.3%
COc1ccc(OC)c(S(=O)(=O)N2c3cc(F)ccc3CCC2C)c1 (configuration not stated),12%,-3%,6%,0%,3%,-4%,-1.2%,1.3%,0.2%
CCOC(=O)c1[nH]c2ccc(OC)cc2c1NC(=S)N1CCN(c2ccccc2OC)CC1,-40%,0%,-11%,-18%,4%,-18%,-0.6%,-1.7%,0.5%
COc1ccc(C2/C=C\CN(S(=O)(=O)/C=C/c3ccccc3)CC(=O)N2Cc2ccc(F)cc2)cc1 (configuration not stated),44%,-4%,10%,-5%,-8%,36%,-0.5%,-1.3%,-0.1%
COc1ccccc1/C=C/C=N/NC(=O)c1ccc2nc[nH]c2c1,38%,11%,-2%,14%,1%,9%,1.1%,-4.9%,-0.4%
Cc1oc2cc3oc(=O)c(CCC(=O)NC4CC4)c(C)c3cc2c1C,-34%[20 µM],13%,6%,-3%,-17%,21%,1.4%,-2.8%,1.1%
